# XiGFP reactiv – reactivates the inactive X chromosome in mouse fibroblasts; hit rate 0.055% among 360,000; activation, % at 7.58 µM; AID 743238; XiGFP mouse fibroblasts, % GFP-positive cells imaging, 3 d; cells co-treated with 5-aza-dC sensitizer; scaled so ellipticine positive control = 100%;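 active = mean normalized replicate activation at least 10% and every replicate at or above 10%; inconclusive = only one of the two criteria met; inactive = mean below 10% and not all replicates reach 10%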;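 note: 0% = median of on-plate neutral control wells and 100% = ellipticine 6 µM median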
#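 Assay system: SV40-immortalized XiGFP fibroblast cells, line 68-5-11; buffer or medium: DMEM plus 5-aza-dC sensitizer; compound: one concentration, pinned; timing: compounds 3 days, fix/stain 15 min at room temperature; benchmarks: positive control ellipticine, 6 µM final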
# ERp5 inh – blocks human ERp5 reductase activity on insulin | inhibition, % at 9.99 µM | Q15084 | ERp5 insulin aggregation, absorbance 650 nm, 90 min | hit rate 0.05% among 350,000;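 active = mean replicate inhibition above about 25%, with every replicate also reaching it, limit read from the data, passing the limit was not always enough; inconclusive = only one of those two criteria met; inactive = neither criterion met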
# Target sequence (Q15084 whole entry, looked up): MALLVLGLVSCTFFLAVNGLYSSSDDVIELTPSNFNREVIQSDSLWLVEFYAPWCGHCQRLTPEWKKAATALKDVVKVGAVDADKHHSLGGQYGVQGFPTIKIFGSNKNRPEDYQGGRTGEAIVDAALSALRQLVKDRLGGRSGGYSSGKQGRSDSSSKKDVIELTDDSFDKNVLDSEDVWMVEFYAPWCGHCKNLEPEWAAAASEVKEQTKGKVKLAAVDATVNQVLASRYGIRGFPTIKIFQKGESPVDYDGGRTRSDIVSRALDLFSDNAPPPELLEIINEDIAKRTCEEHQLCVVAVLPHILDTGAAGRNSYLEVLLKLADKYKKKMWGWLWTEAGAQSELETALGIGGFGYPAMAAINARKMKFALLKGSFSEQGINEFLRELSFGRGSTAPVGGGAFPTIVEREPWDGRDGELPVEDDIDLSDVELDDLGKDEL
# DENV2 CPE rescue – protects cells from dengue virus 2 cytopathic effect; DENV2-infected cells, cytopathic effect rescue, plate reader; hit rate 1.7% among 350,000; CPE inhibition, % at 9.99 µM; AID 651640; in the data active = CPE inhibition above about 20%, passing the limit was not always enough; inconclusive = no clear call, values can overlap the other calls; tested in BHK-21 cells;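 note: 0% = median of neutral control wells and 100% = median of positive control wells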
# ARNT-TACC3 inh – disruptors of human ARNT/TACC3 interaction. AlphaScreen His-ARNT PAS-B/GST-TACC3 binding, luminescence; TACC3 fragment carries E629A point mutation. inhibition, % at 9.99 µM. hit rate 0.66% among 390,000;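 active = mean inhibition of replicates at least 50% and at least half of replicates each reaching 50%; inconclusive = half or more replicates reach 50% but mean below 50%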;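 note: 0% = complete ARNT plus TACC3 wells and 100% = ARNT alone without TACC3; many hits fall short of the cut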
# EWS-Fli inh – inhibitors of EWS/Fli oncoprotein transcriptional activity; A673 NR0B1-luciferase reporter, viability-normalised; inhibition, % at 12.6 µM; hit rate 0.67% among 350,000;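 active = mean inhibition of at least 50% after viability correction, with every replicate also passing that limit; inconclusive = mean reaches 50% but only one of two replicates passes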;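 note: firefly luciferase signal divided by Alamar Blue viability fluorescence both relative to DMSO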
# INS-1E GSIS act – GLuc luminescence reporter in INS-1E cells, primary screen for activators of glucose-dependent secretion of insulin; hit rate 0.61% among 370,000; activation, % at 16.6 µM; AID 743287; INS-1E GLuc reporter insulin secretion, 2-3 h;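 active = lowest replicate activation of at least 40%, so every replicate reaches that level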;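 note: 0% = median of neutral control wells and 100% = median of IBMX positive control wells; some compounds called inactive have numbers as strong as hits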
# F508del corr – correctors of CFTR F508del function in bronchial epithelial cells. CFBE cells, YFP halide quenching; stimulated with forskolin plus potentiator P3; % fluorescence drop versus neutral controls. activity (quench increase), % at 7.58 µM. hit rate 0.36% among 350,000;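 active = mean added fluorescence quench of at least 8% versus neutral control, with both replicates also reaching 8%; inconclusive = only one of the mean or replicate conditions met; inactive = mean below 8% and not both replicates reaching 8%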;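 note: cells transiently co-express mutant CFTR-F508del with the halide-sensitive YFP; corrector assay measuring rescue of mutant channel to the surface after 24 h compound exposure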
# PAX8 inh HTS – PAX8 transcriptional activity inhibition; RMG-I TPO-luciferase reporter, SteadyGlo, 24 h; hit rate 1.2% among 360,000; inhibition, % at 12.6 µM;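 active = mean replicate inhibition at least 60% with every replicate also reaching 60%; inconclusive = only one of the two criteria is met; inactive = mean below 60% and not all replicates reaching 60%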;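 note: luciferase light reporting Pax8 driven TPO promoter activity; plate controls were median of neutral control wells for no effect and mitoxantrone controls for full effect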
# Numbers without * were called inactive; u = inconclusive; x = not tested or not shown.
Compound,XiGFP reactiv,ERp5 inh,DENV2 CPE rescue,ARNT-TACC3 inh,EWS-Fli inh,INS-1E GSIS act,F508del corr,PAX8 inh HTS
COc1ccc(-c2ccc(C3[C@H]4CNC[C@@H]3N4S(=O)(=O)c3cn(C)cn3)cc2)cc1 (stereo partly drawn),0.0,3.0,-3.5,x,x,-6.2,-1.1,x
O=C(NCC(c1ccco1)N1CCCCC1)c1cccc(S(=O)(=O)Nc2ccccc2Cl)c1 (stereo not drawn),-0.1,-3.0,x,2.0,x,4.7,-1.1,23.1
CCS(=O)(=O)N1CCN(c2ccnc3cc(Cl)ccc23)CC1,0.1,-0.5,-0.7,-5.2,11.5,25.7,1.7,13.3
O=C(O)c1cc(=O)n(Cc2ccccc2)c(=O)[nH]1,0.0,3.3,-1.5,5.1,-10.6,-9.7,-2.4,16.5
Cc1cccnc1NC(=O)c1ccc2c(c1)OCCO2,-0.1,3.1,9.0,-2.2,-68.9,17.9,0.9,-109.9
CCOC(=O)c1cc(C(=O)NNC(=O)c2cccc([N+](=O)[O-])c2)c(C)nc1C,0.0,-1.3,5.9,-1.1,-1.5,25.3,0.2,0.9
O=C1CN(C(=O)/C=C/c2cccc(Cl)c2)c2ccccc2N1,0.1,4.2,8.5,-0.6,18.4,-8.5,-2.5,32.1
O=C(Nc1ccc2ccccc2c1)/C(=C/c1cccc(Br)c1)NC(=O)c1ccco1,0.0,-2.4,-3.0,-1.4,-1.6,-0.4,1.6,-1.8
O=C(/C=C/c1cccc([N+](=O)[O-])c1)NCc1ccccc1,0.0,-3.9,-5.1,1.1,-26.0,-13.2,1.8,-7.6
CCCC#Cc1ccc([C@H]2[C@H](CO)N3C(=O)CN(C(=O)c4ccccc4)C[C@@H]23)cc1,0.4,-8.0,-6.3,x,x,-6.3,1.7,x
Cc1ccc(S(=O)(=O)N(C)C[C@@H]2OCCCC[C@@H](C)Oc3ccc(N(C)C)cc3C(=O)N([C@@H](C)CO)C[C@@H]2C)cc1,0.0,x,x,x,1.9,-12.3,0.2,38.2
COCCn1c(C)cc(/C=C2/NC(=O)N(c3ccc(Cl)cc3)C2=O)c1C,0.1,-1.7,x,-4.4,-3.7,2.7,-1.0,19.4
Cc1ccc(NC(=O)c2ccc3c(c2)CCN3S(C)(=O)=O)cc1,0.0,0.2,30.1*,x,-68.1,x,x,-59.8
CC(=O)Nc1cccc2c1C(=O)N(c1ccccc1C)C2=O,0.0,4.4,0.3,3.3,1.5,-2.1,-2.4,-0.4
COCC(=O)N(C)C[C@H]1Oc2cc(-c3ccncc3)ccc2S(=O)(=O)N([C@H](C)CO)C[C@H]1C,-0.9,-0.7,74.4*,1.7,-1.9,6.6,1.6,x
C[C@H](CO)N1C[C@H](C)[C@H](CN(C)S(=O)(=O)c2ccccc2)OCCCC[C@H](C)Oc2ccc(N(C)C)cc2C1=O,0.0,x,x,x,2.1,-5.9,-0.3,-21.9
CCCCCCN1C[C@@H](n2cc(-c3ccc(F)cc3)nn2)[C@H](O)C[C@@H]1c1ccccc1,0.2,1.9,-3.0,x,-5.9,-11.5,-4.2,-5.2
CCN1CCN(C/C(C)=C/c2ccccc2)CC1,0.0,3.1,1.7,-1.5,3.6,6.3,0.9,12.7
O=C(NCC1CCCO1)C1CC1(c1ccccc1)c1ccccc1 (stereo not drawn),0.0,-70.2,-2.6,-3.4,-0.6,-6.7,1.1,-14.2
C#CCNC(=O)C[C@@H]1C[C@@]2(C(=O)OCC)CCCC=C2N(Cc2cccc3ccccc23)C1=O,0.0,0.6,-5.2,x,8.3,-29.9,-2.1,-10.1
C[C@@H](NC(=O)[C@H]1[C@H](CO)[C@H]2Cn3c(cccc3=O)[C@H]2N1CC1CC1)c1ccccc1,0.3,-2.7,-0.8,-4.3,3.1,4.1,-0.9,x
COc1ccc(CN(C)C(=O)Cn2ccsc2=N)cc1OC,0.0,1.6,-3.0,3.3,-6.9,3.5,-0.1,-4.6
COc1ccc(OC)c(/C=C/C(=O)OCC(=O)NCc2ccccc2)c1,0.3,3.7,9.3,-4.5,2.6,x,4.3,5.6
c1ccc(-c2csc(Nc3ccccn3)n2)cc1,0.0,-0.4,-4.0,-4.0,-71.5,1.3,3.2,-244.0
CC(C)(C)c1cc(N2CCOCC2)n2ncc(-c3ccccc3)c2n1,0.4,-4.6,-4.7,-5.4,8.3,-18.7,0.6,7.3
COc1ccc(C(=O)O)cc1S(=O)(=O)Nc1ccc(C)cc1,-0.5,-0.9,0.9,-2.4,3.9,9.3,1.3,-1.7
CN1C(=O)[C@@H]2[C@@H](C[C@]3(COc4ccccc4)OC[C@H]2/C3=C\c2ccccc2)C1=O,x,2.1,2.1,x,-0.2,x,1.6,-11.6
O=C(c1ccccc1)N1N=C(c2ccco2)CC1c1cccs1 (stereo not drawn),0.0,0.0,-1.5,5.1,4.2,-8.2,-2.0,-6.8
C[C@@H]1CN([C@H](C)CO)C(=O)c2cccc(NC(=O)Nc3ccc(C(F)(F)F)cc3)c2O[C@@H]1CN(C)C,0.1,-6.9,8.2,-0.5,-6.2,17.9,2.3,-3.7
C[C@H](CO)N1C[C@H](C)[C@H](CN(C)S(=O)(=O)c2ccc(Cl)cc2)Oc2ccc(NC(=O)Cc3cn(C)c4ccccc34)cc2CC1=O,-0.1,x,x,x,16.9,-8.7,-0.1,36.1
CN1CCN(NC(=O)c2cc(Br)ccc2Cl)CC1,0.1,3.6,-4.0,-1.5,2.0,0.5,0.6,14.8
Cc1cc(C)cc(NC(=O)CN(c2ccc(F)cc2)S(C)(=O)=O)c1,0.0,-1.1,-6.2,-8.0,-13.1,-25.4,-0.6,-4.6
CC(=O)N1[C@@H](CO)[C@H](c2ccccc2)[C@@H]1CN(CC(C)C)C(=O)c1ccccn1,-0.1,1.7,27.0*,-3.0,-2.5,7.9,0.4,11.6
Cc1noc(C)c1NC(=O)Nc1ccc2c(c1)C(=O)N([C@@H](C)CO)C[C@H](C)[C@H](CN(C)C)OCCCC[C@@H](C)O2,-0.2,-2.3,-3.1,-4.5,0.5,11.3,-0.6,2.9
O=C(NCc1ccco1)c1ccc(Cl)nc1,-0.3,0.1,2.9,1.4,-4.7,-8.4,0.3,9.3
CC(C)CC#Cc1ccc2c(c1)O[C@@H](CN(C)Cc1ccc(F)cc1)[C@@H](C)CN([C@H](C)CO)S2(=O)=O,-2.1,-2.5,45.4*,4.1,16.4,-16.7,4.3,21.0
O=C(CCCC(=O)NN=Cc1cccc(O)c1)NN=Cc1cccc(O)c1,0.2,2.5,u,4.0,4.7,35.2,-1.6,14.4
Cc1ccc(S(=O)(=O)N(C)C[C@@H]2Oc3ncc(C#CC(C)(C)O)cc3C(=O)N([C@H](C)CO)C[C@@H]2C)cc1,-1.1,-2.7,4.5,4.9,-7.1,-2.1,-2.9,-8.1
O=C(NCc1ccco1)/C(=C\c1ccco1)NC(=O)c1ccc(Br)o1,-0.1,x,x,-4.9,x,-5.4,x,-8.5
Cc1cccc2sc(NC(=O)Cn3cccc3)nc12,0.0,2.7,-1.4,6.2,3.5,x,-0.8,-5.8
C=CCNc1ncnc2c1[nH]c1ccc(C)cc12,x,3.5,0.5,-1.3,-64.4,-57.5,0.7,x
O=C(C1CCCN(C2CC(=O)N(c3ccc(Cl)cc3)C2=O)C1)N1CCCC1 (stereo not drawn),0.5,8.5,5.5,-8.1,x,3.1,0.3,6.3
CCCNC(=O)N1[C@@H]2c3ccc(-c4cccc(OC)c4)c(=O)n3C[C@H]1[C@H](CO)[C@H]2C(=O)NC1CCC1,0.1,1.0,2.5,-4.2,-5.1,-9.1,x,x
C#Cc1ccc(CN2CCC(Oc3cc(C(=O)NC4CC4)ccc3OC)CC2)cc1,0.0,3.9,0.4,-0.2,5.5,15.6,3.8,2.4
COc1ccccc1NC(=O)CN(Cc1ccco1)C(=O)c1cncc(Br)c1,-0.2,-8.4,-1.9,16.6,-0.9,-12.2,2.1,6.5
Nc1nnc(CC(=O)N/N=C/c2ccccc2OCc2ccc(F)cc2)s1,0.0,0.0,3.9,x,-21.3,-18.0,-1.7,3.2
C[C@@H]1CN([C@@H](C)CO)C(=O)Cc2cc(NC(=O)Nc3ccccc3)ccc2O[C@@H]1CN(C)Cc1ccc(C(F)(F)F)cc1,-0.2,5.1,-2.8,4.9,1.4,-17.7,-1.1,x
COC(=O)C[C@@H]1OC[C@H](CO)N1S(=O)(=O)c1ccc(C)cc1,0.1,0.9,5.8,x,-5.9,17.6,-0.3,-12.8
CN(C)CCCN(C(=O)c1ccc(S(=O)(=O)N2CCCCCC2)cc1)c1nc2cc3c(cc2s1)OCCO3,0.1,2.4,-5.0,14.6,-6.4,-16.1,-1.6,-3.2
COc1ccccc1-n1cnnc1SC(C)C(=O)Nc1ccc(NC(C)=O)cc1 (stereo not drawn),0.0,8.5,3.9,1.7,-9.4,x,-3.0,7.2
O=C(/C=C/c1ccccc1)Nc1cccnc1Oc1ccccc1F,0.1,4.8,10.8,1.0,-48.7,x,-0.4,-63.5
Cc1cccc(C)c1-n1nnnc1SCC(=O)c1c(N)n(C2CC2)c(=O)[nH]c1=O,0.9,5.0,-2.3,-4.8,18.7,11.3,-1.7,10.2
CN1CCN(CCOC2Cc3ccccc3Sc3ccc(Cl)cc32)CC1 (stereo not drawn),-0.2,x,x,35.2,x,-12.4,x,-0.5
CCN(CC(=O)NCc1ccc(Cl)cc1)C(=O)CSCC(=O)Nc1cccc(C)c1,0.0,-3.8,-3.5,-5.4,-7.5,-36.3,0.0,0.9
COc1ccc(-c2cc(C)no2)cc1S(=O)(=O)NCC1CCN(Cc2cc(C)ccc2C)CC1,0.3,-5.4,0.3,7.6,15.0,-31.0,-1.5,1.6
CCN=C1S/C(=C\c2cc(Br)ccc2OCC(=O)OCC)C(=O)N1CC,0.0,-4.1,18.2,4.9,6.4,11.7,x,6.5

# Fetched by compound from the list above:
Compound,XiGFP reactiv,ERp5 inh,DENV2 CPE rescue,ARNT-TACC3 inh,EWS-Fli inh,INS-1E GSIS act,F508del corr,PAX8 inh HTS
CCN=C1S/C(=C\c2cc(Br)ccc2OCC(=O)OCC)C(=O)N1CC,0.0,-4.1,18.2,4.9,6.4,11.7,x,6.5
CN1C(=O)[C@@H]2[C@@H](C[C@]3(COc4ccccc4)OC[C@H]2/C3=C\c2ccccc2)C1=O,x,2.1,2.1,x,-0.2,x,1.6,-11.6
Cc1cccc2sc(NC(=O)Cn3cccc3)nc12,0.0,2.7,-1.4,6.2,3.5,x,-0.8,-5.8

# Screening data: PubChem BioAssay, Broad Institute
